HP1b chromo inh – inhibitors of HP1-beta chromodomain binding to methylated histone tails. P83916. AlphaScreen HP1-beta / biotin-H3K9me3 peptide binding. AID 540317. Potency, µM (highest dose often 114 µM), for inactives: top-dose activity change, negative = inhibition, most hits filed as inhibitors. 390,000 tested, 0.56% active; also: potency is read from the fitted curve at half-maximal effect; nearly all actives have a fitted effect of over 70% in size; inactives centre near 23
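AlphaScreen: HP1-beta (50 nM) preformed 30 min with biotin-H3(1-18)K9me3 peptide (50 nM) in PBS pH 7.4, 0.01% Tween-20. Compound added for 30 min at RT, then streptavidin donor/nickel chelate acceptor beads (10 ug/mL) for 30 min.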
rTrxR1 inhibitor – inhibitors of rat thioredoxin reductase 1; 390,000 tested, 1% active; Potency, µM (doses to about 114 µM), without a hit: at the highest dose activity change, negative = inhibition, actives largely listed as inhibitors; recombinant rTrxR1, NADPH fluorescence consumption, selenite substrate; O89049; also: potency is read from the fitted curve at half-maximal effect; % is scaled to controls: 0 for no effect and ±100 for the full control effect; nearly all actives have a fitted effect of over 65% in size
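Rat TrxR1 (90 nM in the dispensed reagent) was pre-reduced with 400 uM NADPH for 5 min at room temperature, then incubated with compound for 15 min. After 400 uM selenite was added, NADPH fluorescence (Ex 340/Em 450 nm) was followed for 8 min.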
PGK inhibitor – inhibitors of T. brucei phosphoglycerate kinase; PGK/GAPDH coupled, Kinase-Glo luminescence, 60 min; P07378; AID 602233; Potency, µM (series often up to 57.5 µM), inactives show at the top dose activity change, negative = inhibition, actives largely listed as inhibitors; 380,000 tested, 0.043% active; also: potency is read from the fitted curve at half-maximal effect; % is scaled to controls: 0 for no effect and ±100 for the full control effect; nearly all actives have a fitted effect of over 60% in size
Target sequence (P07378 whole entry, looked up): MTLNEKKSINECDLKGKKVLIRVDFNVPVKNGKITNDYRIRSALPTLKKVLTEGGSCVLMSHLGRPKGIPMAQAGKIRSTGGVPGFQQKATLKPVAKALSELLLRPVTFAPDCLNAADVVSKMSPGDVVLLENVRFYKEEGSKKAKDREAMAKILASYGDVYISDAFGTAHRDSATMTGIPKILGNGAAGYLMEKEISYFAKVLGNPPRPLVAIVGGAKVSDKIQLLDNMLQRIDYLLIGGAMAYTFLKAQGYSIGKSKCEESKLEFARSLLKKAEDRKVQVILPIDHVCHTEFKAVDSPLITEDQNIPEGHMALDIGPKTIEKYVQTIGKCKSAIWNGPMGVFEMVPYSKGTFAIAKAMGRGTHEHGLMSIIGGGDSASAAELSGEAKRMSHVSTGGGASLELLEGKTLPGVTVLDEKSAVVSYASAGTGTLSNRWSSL
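Luminescent ATP detection (Kinase-Glo Plus) follows a 60-minute room-temperature incubation, with wells lacking PGK as controls. Buffer: 100 mM TEA (pH 7.6), 5 mM MgCl2, 0.01% Tween-20. Coupling enzyme GAPDH (100 nM final) supplies unstable 1,3-BPG in-well.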
GLS inhibitor – glutaminase GLS (human) inhibition | O94925 | GLS enzymatic activity, qHTS titration | Potency, µM (highest dose often 45.5 µM), without a hit: top-dose activity change, negative = inhibition, most hits filed as inhibitors | 410,000 tested, 0.21% active | AID 624170; also: potency is read from the fitted curve at half-maximal effect; % is scaled to controls: 0 for no effect and ±100 for the full control effect
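Coupled fluorescence readout: glutamate oxidase/HRP/Amplex Red detect glutamate formed by hKGA from L-glutamine (1 mM solution added). Buffer 45 mM KH2PO4 pH 8.2, 0.02% Tween-20; reads at t0 and 30 min RT.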
TrxR1 substrate – is turned over as a substrate by rat TrxR1. O89049. purified TrxR1 substrate turnover, NADPH consumption readout. Potency, µM (highest dose often 114 µM), for inactives: at the top dose activity change, negative = substrate turnover. 390,000 tested, 0.01% active. AID 588456; also: potency is read from the fitted curve at half-maximal effect; % is scaled to controls: 0 for no effect and ±100 for the full control effect; nearly all actives have a fitted effect of over 50% in size
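Rat TrxR1, dispensed at 90 nM, was prereduced with 400 uM NADPH (final) for 5 min at ~22 deg C, then incubated with compound 15 min before 400 uM selenite. A first-read NADPH fluorescence drop versus no-compound background flagged substrates.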
Pin1 inh – blocks the human prolyl isomerase Pin1 | Q13526 | Pin1 FP peptide displacement, HiFluor488, 10 min | Potency, µM (highest dose often 115 µM), for the others: top-dose activity, negative = inhibition, hits mostly inhibitors | 390,000 tested, 0.009% active; active = well fitted inhibition curve with a large enough effect in the polarisation, with a control signal flat, not every such curve was filed as active; inconclusive = small, poorly fitted or top-dose-only effect, or effect the other way, or a change in a side signal; inactive = no such curve, though single readings can be large or run the other way; the % refers to the polarisation; also: potency is read from the fitted curve at half-maximal effect; % is scaled to controls: 0 for no effect and ±100 for the full control effect
Target sequence (Q13526 whole entry, looked up): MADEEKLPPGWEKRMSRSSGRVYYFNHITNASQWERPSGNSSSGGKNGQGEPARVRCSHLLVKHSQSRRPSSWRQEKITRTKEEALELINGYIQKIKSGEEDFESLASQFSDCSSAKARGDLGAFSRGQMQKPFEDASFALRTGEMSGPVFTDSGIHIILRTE
PI4K2A inh – blocks human PI4K2A kinase activity | activity change, negative = inhibition, % at 76.9 µM | 420,000 tested, 0.13% active | purified PI4K2A, ADP-Glo luminescence, 1 h; active compounds read low; in the data active = activity change below about -50%; inconclusive = mostly about -30% to -49%;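 also: -100% = wells without enzyme as full effect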
Target sequence (Q9BTU6 whole entry, looked up): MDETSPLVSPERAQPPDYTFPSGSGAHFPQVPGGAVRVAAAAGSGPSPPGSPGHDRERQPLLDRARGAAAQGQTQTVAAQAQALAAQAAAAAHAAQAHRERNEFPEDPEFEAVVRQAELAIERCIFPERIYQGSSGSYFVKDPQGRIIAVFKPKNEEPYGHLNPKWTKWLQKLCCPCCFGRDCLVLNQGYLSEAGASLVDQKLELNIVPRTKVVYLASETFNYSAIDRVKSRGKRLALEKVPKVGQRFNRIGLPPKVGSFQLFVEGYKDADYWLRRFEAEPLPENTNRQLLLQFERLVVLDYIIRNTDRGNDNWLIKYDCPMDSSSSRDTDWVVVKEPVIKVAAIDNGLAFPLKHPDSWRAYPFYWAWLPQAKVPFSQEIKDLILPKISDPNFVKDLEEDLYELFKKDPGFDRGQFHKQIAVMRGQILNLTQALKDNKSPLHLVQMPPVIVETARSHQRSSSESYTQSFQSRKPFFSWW
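In this quantitative HTS, ADP production by PI4K2A was quantified luminescently after 1 h at ambient temperature; 100 microM adenosine served as plate-quality control.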
IDH1 R132H inh – inhibitors of human mutant IDH1 R132H; IDH1-R132H enzyme, NADPH consumption, diaphorase/resazurin fluorescence; Potency, µM (series often up to 76.6 µM), without a hit: top-dose activity change, negative = inhibition, actives largely listed as inhibitors; AID 602179; 390,000 tested, 0.093% active; also: potency is read from the fitted curve at half-maximal effect; % is scaled to controls: 0 for no effect and ±100 for the full control effect; nearly all actives have a fitted effect of over 65% in size
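IDH1-R132H (0.5 ug/mL dispensed) in pH 7.5 Tris buffer was preincubated 30 min with compound, then given a substrate mix of 0.016 mM NADPH and 2 mM alpha-KG for 80 min at room temperature; remaining NADPH was read by diaphorase/resazurin fluorescence.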
USP1 inh – inhibitors of human USP1/UAF1 deubiquitinase; O94782; recombinant USP1/UAF1, Ub-Rhodamine cleavage fluorescence; Potency, µM (doses to about 57.1 µM), for inactives: at the top dose activity change, negative = inhibition, hits mostly inhibitors; 390,000 tested, 0.23% active; AID 743255; also: potency is read from the fitted curve at half-maximal effect; % is scaled to controls: 0 for no effect and ±100 for the full control effect; nearly all actives have a fitted effect of over 60% in size; inactives centre near -12
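In this screen, compounds sit with the deubiquitinase complex (1nM) for 15 min at room temperature before Ub-Rho is added at 150nM final. Fluorescence rise is then followed for 6 reads every 60 seconds.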
* = called active by the depositor; i = inactive; u = inconclusive; x = no result given; [ ] = another dose, or the depositor's remark. Unless noted, calls follow the shape of the dose curve; as a rule, active = well fitted curve in the direction sought with a large enough effect; inconclusive = small, poorly fitted or top-dose-only effect, or another doubt; inactive = no such curve, though single readings can be large; an effect the other way counts as inactive or inconclusive. Some of the compounds tested (hit frequency here may not be typical).

Every second line gives: HP1b chromo inh	rTrxR1 inhibitor	PGK inhibitor	GLS inhibitor	TrxR1 substrate	Pin1 inh	PI4K2A inh	IDH1 R132H inh	USP1 inh
Cc1ccn2c(=O)nc(SCC(=O)NCCc3ccccc3)nc2c1
 : 18%	7%	-12%	-14%	10%	-5%	-3	2%	-19%
COc1ccc(S(=O)(=O)N2CCC(N3CCN(c4ccccc4OC)CC3)CC2)cc1
 : 40µM*	-1%	i	0%	3%	-2%	0	5%	-17%
Cc1cc(OCCCC(=O)Nc2nnc(C3CC3)s2)ccc1Cl
 : 79%[activator]	35%[activator]	-1%	1%	9%	-6%	0	1%	-21%
COc1cc(Br)cc(CN2CCN(C/C=C/c3ccccc3)CC2)c1O
 : 8%	-17%[11.4 µM]	-2%	-1%	4%[11.4 µM]	-1%	-1	6%	-17%
Cc1nn2c(-c3ccc(Cl)cc3)ccnc2c1-c1ccccc1
 : 30%	9%[57.1 µM]	i	-3%	-7%	32%[activator]	2	1%	-16%
O=C(C[C@H]1C[C@H](C(=O)N2CCOCC2)[C@@]2(CCC3CCCC3)c3[nH]c4cc(-c5ccco5)ccc4c3CCN2C1=O)NCC12CC3CC(CC(C3)C1)C2
 : -10%	4%	-4%	-3%	7%	46%[activator]	4	-2%	u
CSc1ccccc1NC(=O)c1ccncc1
 : 8%	9%	5%	-4%	6%	-2%	-6	2%	-11%
O=C(NC(c1ccccc1)C(Cl)Cl)c1ccccc1 (centres undefined)
 : 23%	9%	-5%	-6%	3%	10%	-1	1%	-2%
O=C(Nc1ccc(OC(F)F)c(Cl)c1)C(c1ccccc1)c1ccccc1
 : 55%[activator]	20%	2%	-3%	-4%	-2%	0	-2%	-5%
CCN(CC)S(=O)(=O)N1CCC(C(=O)NCC2COc3ccccc3O2)CC1 (centres undefined)
 : 15%	11%	i	-13%	-1%	-2%	0	1%	1%
COc1cc(/C=N/NC(=O)CSc2nc3ccccc3n2C)cc(OC)c1OC
 : 33%	11%	0%	7%	2%	-4%	-1	1%	-4%
Cc1ccc(C(=O)N/C(=C\c2ccc(-c3cccc([N+](=O)[O-])c3)o2)C(=O)NCCCN(C)C)cc1
 : 3%	-19%	4%	1%	-15%	-2%	-1	-2%	-24%
COc1ccc2nc(N(Cc3cccnc3)C(=O)c3ccc4c(c3)OCCO4)sc2c1
 : 22%[57 µM]	28%[57.1 µM]	-4%	-14%	6%[57.1 µM]	0%	-1	-21%	-15%
C/C(N)=C(/C#N)C(=O)COC(=O)Cc1coc2cc(C)ccc12
 : -3%	0%[57.1 µM]	i	27%	0%[57.1 µM]	3%	3	6%	-6%
COc1ccc(/C=C2/SC(=S)NC2=O)cc1OCc1ccccc1
 : 4%	5%[57.1 µM]	i	-13%	-8%[57.1 µM]	10%	-2	3%	-25%

Ordered by number of heavy atoms (high to low): 5 of the compounds above
Every second line gives: HP1b chromo inh	rTrxR1 inhibitor	PGK inhibitor	GLS inhibitor	TrxR1 substrate	Pin1 inh	PI4K2A inh	IDH1 R132H inh	USP1 inh
COc1ccc2nc(N(Cc3cccnc3)C(=O)c3ccc4c(c3)OCCO4)sc2c1
 : 22%[57 µM]	28%[57.1 µM]	-4%	-14%	6%[57.1 µM]	0%	-1	-21%	-15%
COc1cc(/C=N/NC(=O)CSc2nc3ccccc3n2C)cc(OC)c1OC
 : 33%	11%	0%	7%	2%	-4%	-1	1%	-4%
COc1ccc(/C=C2/SC(=S)NC2=O)cc1OCc1ccccc1
 : 4%	5%[57.1 µM]	i	-13%	-8%[57.1 µM]	10%	-2	3%	-25%
Cc1nn2c(-c3ccc(Cl)cc3)ccnc2c1-c1ccccc1
 : 30%	9%[57.1 µM]	i	-3%	-7%	32%[activator]	2	1%	-16%
O=C(NC(c1ccccc1)C(Cl)Cl)c1ccccc1 (centres undefined)
 : 23%	9%	-5%	-6%	3%	10%	-1	1%	-2%

(listing goes on)
Every second line gives: HP1b chromo inh	rTrxR1 inhibitor	PGK inhibitor	GLS inhibitor	TrxR1 substrate	Pin1 inh	PI4K2A inh	IDH1 R132H inh	USP1 inh
Cc1cccc(NC(=O)CSc2nc3c(oc4ccccc43)c(=O)n2-c2ccccc2)c1
 : 44%[activator]	0%	i	13%	-10%	17%	2	4%	2%
CNC(=O)NC1CCCCc2sccc21 (centres undefined)
 : 10%	39%[activator]	-11%	1%	20%	-1%	-18	9%	-5%
CC(C)[C@H](NS(=O)(=O)c1ccc2c(c1)OCCO2)C(=O)OCC(=O)Nc1ccccc1
 : 29%	2%	i	-1%	-3%	0%	-1	3%	-16%
Cc1ccccc1C1NC(c2ccccc2C)C(C)C(=O)C1C (centres undefined)
 : 58%[activator]	12%	x	13%	-3%	-1%	-2	3%	-10%
O=C(C1CCCN(S(=O)(=O)c2cccnc2)C1)N1CCN(c2ccccn2)CC1 (centres undefined)
 : 40%[activator]	17%[57.1 µM]	-7%	0%	10%[57.1 µM]	-2%	1	-6%	-15%
O=C(CSc1nnc(-c2ccccc2F)o1)NC(=O)Cc1ccccc1
 : 43%[activator]	10%	-9%	-8%	0%	0%	5	-3%	-21%
COc1cc(NS(=O)(=O)c2cccc3nsnc23)cc(OC)c1
 : -10%	-3%[57.1 µM]	-5%	4%	1%[57.1 µM]	u	-2	2%	-8%
O=C(COC(=O)c1cccc(Br)c1)NCCc1ccc(F)cc1
 : 36%	8%	4%	3%	-2%	u	-1	-2%	-3%
Cn1cc(Br)c(C(=O)NC(=S)Nc2ccc(S(N)(=O)=O)cc2)n1
 : -2%	u	-11%	-19%	-18%[57.1 µM]	-6%	-3	6%	-9%
COCCNC(=O)C(c1cccs1)N(C(=O)Cn1nnc2ccccc21)c1cccc(C)c1 (centres undefined)
 : -11%	-1%	1%	-11%	14%[57.1 µM]	1%	-21	1%	-29%
CC(C)CCNC(=O)CCCOc1ccccc1
 : 25%	33%[57.1 µM]	-2%	-24%	-9%	-1%	6	3%	-12%
CN1C(C(=O)Nc2ccc(OC(F)(F)F)cc2)=CC(c2ccco2)=NS1(=O)=O
 : 4%	5%	0%	-7%	-12%	-3%	3	3%	-30%
CCCCNS(=O)(=O)c1ccc2nc(SCC(=O)c3ccc(C#N)cc3)[nH]c2c1
 : 0%	10%	i	-2%	0%	u	-4	8%	2%
COc1ccc(N2C(=O)CC(NC34CC5CC(CC(C5)C3)C4)C2=O)c(OC)c1 (centres undefined)
 : 32%	u	-5%	0%	1%[57.1 µM]	1%	-7	8%	-3%
CCSc1nc2ccccc2n1S(=O)(=O)c1ccccc1
 : 34%[activator]	31%	0%	0%	8%	-2%	4	2%	-15%

Further results follow.
Short keys – A = HP1b chromo inh; B = rTrxR1 inhibitor; C = PGK inhibitor; D = GLS inhibitor; E = TrxR1 substrate; F = Pin1 inh; G = PI4K2A inh; H = IDH1 R132H inh; I = USP1 inh
CN1CCN(C(=S)Nc2cc([N+](=O)[O-])ccc2Cl)CC1
  A: -4%; B: -31%; C: -6%; D: 16%; E: -14%; F: -2%; G: 3; H: 3%; I: -3%

Cc1ccc(SCCN)cc1C
  A: 43%[activator]; B: 6%; C: -3%; D: -3%; E: 0%; F: -4%; G: -2; H: -7%; I: -17%

COc1ccc(C)cc1NC(=O)CSc1ccc(-c2cccnc2)nn1
  A: 40%[activator]; B: 12%; C: 0%; D: 1%; E: 5%; F: -1%; G: 3; H: 2%; I: -19%

CCOc1ccc(S(=O)(=O)N2CCN(C(=O)Cc3ccc(S(=O)(=O)N4CCOCC4)s3)CC2)cc1
  A: -9%; B: 5%; C: -2%; D: 2%; E: -10%[57.1 µM]; F: u; G: -1; H: -1%; I: -10%

COc1ccccc1NC(=O)/C(=C/c1cccs1)NC(=O)c1ccco1
  A: 8%; B: 3%[57.1 µM]; C: -2%; D: -13%; E: -1%[57.1 µM]; F: -5%; G: 2; H: 15%; I: 3%

CCCCOc1ccc(NC(=O)CSc2cccc3cccnc23)cc1
  A: 36%; B: 19%; C: i; D: -19%; E: 54%[activator]; F: 0%; G: 3; H: 3%; I: -11%

Cc1ccc(OCCCC(=O)NNC(=O)c2ccccn2)cc1
  A: 37%; B: -1%; C: -14%; D: 3%; E: -5%; F: 0%; G: -6; H: 10%; I: -18%

O=C(COC(=O)COc1ccccc1[N+](=O)[O-])Nc1ccc(S(=O)(=O)N2CCCCC2)cc1
  A: 0%; B: 6%; C: -4%; D: -3%; E: -3%; F: 3%; G: -2; H: -3%; I: -18%

O=C(N/N=C/c1cccs1)[C@H]1C[C@@H]1c1ccccc1
  A: 20%; B: 6%; C: -2%; D: -15%; E: -2%; F: -8%; G: 4; H: 9%; I: -15%

Cc1nn(Cc2cccc(C(=O)NC(C)c3ccc(C(C)(C)C)cc3)c2)c(C)c1[N+](=O)[O-] (centres undefined)
  A: 22%; B: 21%; C: 15%; D: 5%; E: 3%; F: 0%; G: -4; H: 3%; I: -16%

CN(Cc1cc2ccccc2[nH]c1=O)S(=O)(=O)c1ccccc1
  A: -13%; B: -1%[57.1 µM]; C: 3%; D: 0%; E: 8%[57.1 µM]; F: 1%; G: -2; H: 3%; I: -4%

Compound activity from PubChem.
